ERG Ets-DNA blk: inhibitors of human ERG Ets domain-DNA interaction; fluorescence polarization, His-ERG Ets domain / labelled DNA; 370,000 compounds, 0.028% hits; Potency, µM (titrated, usually from 76.9 µM), for the others: at the top dose FP activity, negative = inhibition, usual class: inhibitors; P11308; AID 624246; active = well fitted inhibition curve with a large enough effect in the polarisation, with a control signal flat; inconclusive = small, poorly fitted or top-dose-only effect, or effect the other way, or a change in a side signal; inactive = no such curve, though single readings can be large or run the other way; the % refers to the polarisation;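 also: polarization taken with two DNA probes labelled with fluorescein and Texas red; potency is read from the fitted curve at half-maximal effect; % of control where 0% means no effect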
Target sequence (P11308 whole entry, looked up, the tested form may be a part): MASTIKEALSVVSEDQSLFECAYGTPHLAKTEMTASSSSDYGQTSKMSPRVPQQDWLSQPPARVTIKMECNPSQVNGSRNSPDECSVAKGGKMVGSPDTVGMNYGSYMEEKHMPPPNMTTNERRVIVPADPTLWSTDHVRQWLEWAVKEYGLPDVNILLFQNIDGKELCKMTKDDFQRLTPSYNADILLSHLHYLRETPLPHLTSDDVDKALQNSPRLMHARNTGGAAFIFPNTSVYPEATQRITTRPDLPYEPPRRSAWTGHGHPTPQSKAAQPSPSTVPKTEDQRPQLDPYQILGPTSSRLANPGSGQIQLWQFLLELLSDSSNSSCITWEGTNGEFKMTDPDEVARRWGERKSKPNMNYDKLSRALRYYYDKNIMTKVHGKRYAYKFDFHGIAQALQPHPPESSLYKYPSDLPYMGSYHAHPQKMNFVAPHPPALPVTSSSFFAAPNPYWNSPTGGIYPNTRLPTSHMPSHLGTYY
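His-tagged ERG Ets domain (1 uM in the protein solution; 300mM KCl, 50mM Tris-HCl, 1mM EDTA, 1mM DTT, pH 7.5) received compound, then a probe mix of 5 nM fluorescein-DNA and 100nM Texas-615-DNA. Fluorescence polarization was read for both dyes.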
Vif-A3G inh: inhibitors of Vif-APOBEC3G interaction; Q9HC16; HeLa A3G-eYFP + Vif (tagged APOBEC3G with the HIV-1 protein that degrades it), YFP fluorescence, overnight; 410,000 compounds, 0.076% hits; Potency, µM (doses to about 46.1 µM), for inactives: at the highest dose activity, negative = active, usual class: inhibitors;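 also: potency is read from the fitted curve at half-maximal effect; % is scaled to controls: 0 for no effect and ±100 for the full control effect; nearly all actives have a fitted effect of over 60% in size; hits raise eYFP signal because A3G escapes Vif-driven loss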
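HeLa cells stably expressing Vif and C-terminally eYFP-tagged A3G, seeded overnight at 37 deg C, then exposed to compound by pintool overnight at 37 deg C. Rise in yellow fluorescence (Ex 488/Em 500-530, Acumen) marks blocked Vif-driven A3G degradation.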
12-LOX inh: ALOX12 (human) lipoxygenase inhibition; P18054; purified 12hLO, xylenol orange hydroperoxide absorbance; Potency, µM (series often up to 108 µM), without a hit: at the highest dose activity change, negative = inhibition, actives largely listed as inhibitors; 580,000 compounds, 1.1% hits; AID 1671190; also: potency is read from the fitted curve at half-maximal effect; % is scaled to controls: 0 for no effect and ±100 for the full control effect
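Hydroperoxide product was detected by ferrous iron/xylenol orange as the 573 to 405 nm absorbance ratio. Arachidonic acid at 40 uM (final) was turned over for 30 min at room temperature by 150 nM human 12hLO, pH 7.0 Hepes buffer, after 15 min compound preincubation.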
GRP78 ERSR act: induces the endoplasmic reticulum stress response in human glioma cells | U87-MG GRP78 promoter luciferase reporter, 16 h | Potency, µM, without a hit: at the top dose activation, usual class: activators | 420,000 compounds, 0.02% hits; also: potency is read from the fitted curve at half-maximal effect; series mostly up to about 76 µM; % of control where 0% means no effect; nearly all actives have a fitted effect of over 35% in size
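Stably transfected U87-MG human glioma cells carrying a GRP78-based luminescent sensor were seeded at 1000 cells/well, pin-dosed with compounds and incubated 16 h. Luciferase reagent was then added, and end-point luminescence was read after 10 min at room temperature.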
D2 antag: antagonizes the human D2 dopamine receptor. P14416. inhibition, % at 10 µM. HEK293 TREx D2 cells, calcium flux, dopamine EC80. 340,000 compounds, 2% hits. AID 485344; in the data active = inhibition above about 30%; also: 0% is about no effect
Target sequence (P14416 whole entry, looked up): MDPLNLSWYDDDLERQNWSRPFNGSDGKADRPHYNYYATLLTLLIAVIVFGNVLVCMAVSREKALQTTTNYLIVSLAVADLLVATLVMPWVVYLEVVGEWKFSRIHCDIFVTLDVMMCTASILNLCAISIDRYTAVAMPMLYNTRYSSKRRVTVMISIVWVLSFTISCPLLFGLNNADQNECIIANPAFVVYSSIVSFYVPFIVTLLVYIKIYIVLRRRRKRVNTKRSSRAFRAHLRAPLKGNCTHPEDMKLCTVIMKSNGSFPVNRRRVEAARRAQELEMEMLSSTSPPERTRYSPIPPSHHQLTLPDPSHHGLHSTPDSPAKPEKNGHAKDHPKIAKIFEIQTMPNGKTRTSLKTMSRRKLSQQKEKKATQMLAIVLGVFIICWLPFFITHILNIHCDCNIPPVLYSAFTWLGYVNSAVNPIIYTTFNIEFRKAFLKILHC
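Inhibition of EC80 dopamine-driven calcium flux, recorded kinetically, defines activity here; cells are a tetracycline-induced HEK293 T-REx line expressing force-coupled D2.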
RGS4 inhibitor: blocks human RGS4-accelerated GTP hydrolysis. P49798. Transcreener GDP fluorescence polarization, RGS4-accelerated GTP hydrolysis. Potency, µM (doses to about 114 µM), inactives show top-dose activity change, negative = inhibition, actives largely listed as inhibitors. 390,000 compounds, 0.039% hits; also: potency is read from the fitted curve at half-maximal effect; % is scaled to controls: 0 for no effect and ±100 for the full control effect; nearly all actives have a fitted effect of over 75% in size; some results filed as inactive show a strong effect at the top dose
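MLSMR compounds (23 nl, pin-transferred) preincubated 10 min at room temperature with a 500nM (2x) first reagent, then RGS4 at 900nM (2x) plus Transcreener GDP mix added; fluorescence polarization (620/688 nm) read before and after 90 min at 30 °C.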
D2 ag: D2 dopamine receptor (human) agonism; activation, % at 2 µM; AID 485358; HEK293 T-REx D2 cells, calcium flux agonist mode; P14416; 340,000 compounds, 0.53% hits;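 active = activation over 3 SD above normal in the single-dose calcium agonist read, cut at about 30% in these data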; also: 0% is about no effect
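Agonism scored from kinetic calcium signal (1 read/sec, 180 s) following compound pin transfer, after a 10 s baseline. Cells: HEK293 Trex line expressing inducible D2 receptor coupled to calcium, dye-loaded after overnight culture at 30 C.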
Vif-A3F inh: inhibitors of Vif-A3F interaction. HeLa A3F-eYFP + Vif (tagged APOBEC3F with the HIV-1 protein that degrades it), YFP fluorescence increase. Potency, µM (doses to about 46.1 µM), for the others: top-dose activity, negative = active. 390,000 compounds, 0.2% hits. AID 602313; also: potency is read from the fitted curve at half-maximal effect; % of control where 0% means no effect; nearly all actives have a fitted effect of over 65% in size
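HeLa cells stably expressing A3F-eYFP plus Vif, plated and incubated overnight at 37 deg C, then exposed to compounds overnight at 37 deg C. Blocked degradation read as raised yellow fluorescence (Ex 488/Em 500-530).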
LDHA block: inhibitors of human lactate dehydrogenase A | activity change, % (values are at about 110 or 230 µM) | purified LDHA, NADH/diaphorase-resazurin fluorescence; hits give low values | 480,000 compounds, 0.15% hits | P00338; in the data active = activity change below about -30%; inconclusive = mostly about -25% to -30%;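 also: plate controls were DMSO wells for no effect and wells without enzyme for full effect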
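Human LDH5 at 2 nM final in Tris HCl pH 7.4 with 0.06 mM NADH and 0.2 mM pyruvate, reacted 5 minutes at room temperature. Remaining NADH coupled via diaphorase/resazurin; resorufin fluorescence read at 0 and 20 minutes, normalized to enzyme-free and DMSO wells.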
An asterisk follows results filed as active; ? = inconclusive; nt = no result given; & = joins results of further samples; [ ] = another dose, or the depositor's remark. Unless noted, calls follow the shape of the dose curve; as a rule, active = well fitted curve in the direction sought with a large enough effect; inconclusive = small, poorly fitted or top-dose-only effect, or another doubt; inactive = no such curve, though single readings can be large; an effect the other way counts as inactive or inconclusive. These rows are one share of the data (hit frequency here may not be typical).

SMILES | ERG Ets-DNA blk | Vif-A3G inh | 12-LOX inh | GRP78 ERSR act | D2 antag | RGS4 inhibitor | D2 ag | Vif-A3F inh | LDHA block
Cc1ccc(S(=O)(=O)/N=C(\CN2CCOCC2)N2CCCC2)cc1 | nt | 0% | -7% | 3% | nt | -7% | nt | -1% | 1
C/C(=N\NC(=O)c1nn(C)cc1Br)c1cccc(NC(=O)c2ccncc2)c1 | -7% | 1% | 3% | 15% | -24 | 15% | -0.9 | -6% | -11
OC(c1ccc2c(c1)OCO2)c1ncc(-c2cccc(C(F)(F)F)c2)[nH]1 (configuration not stated) | nt | -3% | -11% | -2% | nt | nt | nt | nt | -3
COc1ccc(N=Cc2c(O)[nH]c3ccccc23)cc1 | -8% | 3% | -7% | 5% | -3 | -28% | -0.5 | -1% | -3
O=C(COc1ccc(/C=N/NC(=O)c2ccc(O)cc2)cc1)Nc1cccc([N+](=O)[O-])c1 | -3% | -3% | 0% | -4% | 5 | ? | 0.1 | -5% | -8
COCCN=C1Sc2nc3ccc(C)cc3cc2CN1Cc1ccco1 | 6% | -5% | -8% | 7% | -3 | -24% | 0.9 | 4% | 0
Cc1c(Cl)cccc1NC(=O)CNC(=O)C1CC(=O)N(CCc2ccccc2)C1 (configuration not stated) | -14% | 0% | 17% | -4% | 6 | -11% | -0.3 | -8% | -6
CCN(C[C@H]1N[C@@](C)(C(=O)OC)[C@H]2C(=O)N(C)C(=O)[C@@H]12)S(=O)(=O)c1ccc(-c2ccccc2)cc1 | 18% | -1% | -17% | -2% | nt | -10% | nt | 3% | 0
CC(=O)NCCc1ccc(S(=O)(=O)N(C)C2CCS(=O)(=O)C2)cc1 (configuration not stated) | 9% | 0% | -3% | 1% | 4 | 8% | 0.4 | -2% | 1
CCC1C(=O)CC(c2ccc([N+](=O)[O-])cc2)NC1c1ccc([N+](=O)[O-])cc1 (configuration not stated) | -8% | -4% | -9% | -2% | -4 | -9% | -0.9 | -26% | 0
CCN(CC)CCN(C(=O)c1ccc([N+](=O)[O-])cc1)c1nc2c(OC)cccc2s1 | 10% | 9% | -28% | -2% | 18 | 7% | 0.3 | 5% | 1
O=[N+]([O-])c1ccc2c(c1)Cc1cc(F)ccc1-2 | 2% | -2% | 7% | -2% | nt | -23% | nt | -6% | -6
Cn1cnnc1SCC(=O)N1CCN(C(=O)c2ccco2)CC1 | -6% | 0% | 0% | -5% | -5 | -2% | 1.9 | 3% | -6
CC(C)CN(C)Cc1c(C(=O)N2CCc3ccccc3C2)nc2ccc(Cl)cn12 | -4% | -3% | ? | 0% | 7 | 22% | -0.7 | -20% | -4
c1cc2c(cc1NC1CCCCCC1)OCO2 | 1% | -4% | -2% | -3% | -12 | ? | 0.2 | -20% | 20
CC(C)N(C(=O)[C@H]1CC(CC(=O)NC(C)(C)C)C(=O)N2CCc3c([nH]c4ccccc34)[C@]12C)C(C)C (some centres not stated) | -9% | -4% | 6% | -2% | nt | -1% | nt | 4% | -2
CCOc1ccccc1OCCOCCOc1c(Cl)cccc1Cl | 0% | -9% | -1% | -3% | -1 | 14% | -1.1 | 14% | -3
Cn1ncc(Cl)c1C(=O)Nc1ccc(Cl)cn1 | -10% | -1% | 0% | 2% | -26 | -52%[11.4 µM] | 0.7 | -3% | -4
CON=C1C=C(C)C(=O)C(C)=C1C | nt | 2% | -1% | 2% | nt | -8% | nt | 0% | -5
O=C1c2ccccc2C(O)(Cc2ccccc2)N1Cc1ccco1 (configuration not stated) | nt | 4% | -23% | -2% | nt | -13% | nt | -1% | 2
O=C(Nc1ccc(-c2nnc(-c3ccccc3)o2)cc1)c1ccc(Br)o1 | 0% | -2% | 23% | -9% | nt | -2% | nt | 2% | -6
O=C(CNC(=O)c1cccs1)NCC(=O)OCc1ccc(F)cc1 | -6% | 2% | -8% | -2% | 3 | 19% | -0.1 | -12% | -13
Cc1ccc2sc(C)[n+](CCO)c2c1 | -5% | 0% | -27% | -4% | 5 | ? | -0.1 | ? | -10
O=C(Nc1nccs1)c1sc2cc(Cl)ccc2c1Cl | -8% | -7% | 0% | -10% | 7 | -21%[11.4 µM] | -0.2 | -1% | -3
CCn1nc(C(=O)Nc2ccc3nc(C)sc3c2)c2ccccc2c1=O | 7% | -1% | -43%&-7% | 14% | 4 | -5% | -0.2 | -9% | -9&-1
Additional records
SMILES | ERG Ets-DNA blk | Vif-A3G inh | 12-LOX inh | GRP78 ERSR act | D2 antag | RGS4 inhibitor | D2 ag | Vif-A3F inh | LDHA block
COc1ccccc1CCNC(=O)C(=O)NCC1OCCN1S(=O)(=O)c1ccc(C)cc1 (configuration not stated) | -2% | 0% | 2% | 0% | -5 | -3% | 0.1 | 2% | -3
O=C1c2ccccc2NC(c2ccco2)N1O (configuration not stated) | -3% | 2% | ? | 0% | 2 | -1% | -2.5 | 3% | 2
COc1ccc(N(CC(=O)N2CCC(C(N)=O)CC2)S(=O)(=O)c2ccccc2)cc1 | -5% | -4% | -9% | -2% | 5 | 0% | -0.1 | 16% | -3
O=[N+]([O-])c1ccc(Sc2nnnn2-c2ccccc2)nc1 | 3% | ? | -1% | -16% | 8 | 13% | 1.6 | 5% | -5
Cc1c(-c2ccccc2)c(-c2ccc(OCCN(C)C)cc2)n2ccccc12 | nt | 2% | ? | -1% | nt | -46% | nt | -13% | -6
COC(=O)c1sc2nc(C)cc(C)c2c1N | -10% | -6% | -8% | 4% | -18 | 10% | -0.1 | -1% | 3
COc1cccc(NC(=O)CSc2ncnc3c2cnn3Cc2ccccc2)c1 | -11% | -5% | -20% | -2% | -8 | 10% | 0.3 | 0% | -3
Cc1c(Cl)cccc1NC(=O)Nc1ccccc1C(N)=O | 14% | 4% | -5% | -4% | 1 | ? | -0.6 | -30% | -5
Cn1[nH]c(C(F)(F)F)c(C=NCc2ccc(Cl)cc2)c1=O | 0% | 2% | 3% | -1% | 0 | 7% | 2.3 | -4% | -2
O=C(CSc1nc(-c2ccccc2)nc2cc(=O)[nH]n12)Nc1ccccc1 | 7% | 0% | -14% | -3% | nt | -25% | -0.6 | -21% | -3
COc1ccc(NC(=O)C2CCC(=O)N2C(=O)OCc2ccccc2)cc1 (configuration not stated) | -5% | 2% | 1% | -3% | -2 | 6% | 0.4 | -13% | -12
COc1ccc(/C=N\NC(=O)C2CCCC2)cc1Br | 11% | 0% | 488%[activator] | 6% | -1 | 20% | -0.8 | 2% | 0
O=C(c1ccncc1)N1N=C2CCCCCC2C1(O)C(F)(F)F (configuration not stated) | 6% | 1% | 1% | -6% | -1 | -2%[11.4 µM] | 0.5 | 2% | -2
CCOC(=O)c1c(Nc2ccc(F)cc2)nnc(-c2ccccc2)c1-c1ccccc1 | 0% | -3% | 0% | -3% | nt | -10% | -1.7 | 2% | 1
CC(=O)N1c2ccc(S(=O)(=O)N(C)CC(=O)NC3CCCC3)cc2CC1C (configuration not stated) | -7% | -7% | -8% | -6% | 1 | 3% | -0.5 | -3% | -4
O=C(Cc1c[nH]c2ccccc12)NCc1ccco1 | 3% | -1% | -16% | -3% | nt | 29% | nt | -18% | -6
CC(=O)Nc1nnc(SCC(=O)NC2CCCC2)s1 | -2% | 1% | 0% | -2% | 1 | -19% | -0.9 | -10% | -3
CCc1ccc(N2C(=O)CSC23C(=O)N(Cc2cccc(OC)c2)c2ccccc23)cc1 (configuration not stated) | 3% | 1% | 2% | -3% | nt | 11% | -0.1 | 6% | -5
COc1ccc(-c2cc(C(=O)NCCc3ccc(S(N)(=O)=O)cc3)c3ccccc3n2)cc1 | 0% | -6% | -6% | 2% | -8 | -1% | 0.3 | -16% | -13
Cc1ccc(-c2cc(C(=O)NCc3cccs3)no2)cc1 | 13% | 1% | 21% | 4% | -10 | 37% | 0.0 | 0% | -3
S=C(Nc1ccc2c(c1)OCO2)N1CCN(Cc2ccco2)CC1 | 16% | -5% | 4% | -4% | -15 | 1% | -0.5 | 1% | 4
Cc1ccccc1NC(=O)CSc1nnc(C2CC2)n1CC1CCCO1 (configuration not stated) | 5% | -1% | -15% | -8% | -6 | 10% | -1.2 | 6% | 0
Fc1ccc(-c2nc3ccc(Br)cn3c2Cc2cccc(F)c2)cc1 | nt | -7% | ? | 4% | nt | nt | nt | nt | -2
CC(=O)c1ccc(NC(=O)CN2C(=O)CCC2=O)cc1 | -6% | 1% | -9% | -1% | -4 | 10% | 2.6 | 2% | -1
COc1ccc(CNC(=O)C/C(C)=N/NC(=O)C(c2ccccc2)c2ccccc2)cc1 | -1% | 1% | -21% | -1% | nt | 14% | 1.1 | -1% | -2
Cc1ccc(C(C)C)c(OCC(=O)NCC2(N3CCOCC3)CCCCC2)c1 | -1% | -8% | ? | -4% | nt | 10% | -1.8 | -5% | 4
Cc1cccc(NC(=O)CSc2nc3nc4c(cc3c(=O)n2-c2ccccc2)CCCC4)c1 | 12% | 2% | -19% | 3% | -5 | -27% | -0.5 | -3% | -4
C=CCN(c1ccc(F)cc1)S(=O)(=O)c1cc(C(=O)NC2CCC(O)CC2)ccc1Cl (configuration not stated) | -1% | 2% | ? | -6% | 0 | 21% | 0.1 | 1% | -1
